USP17 inh = inhibitors of human USP17 deubiquitinase; Ubiquitin carboxyl-terminal hydrolase 17-like protein 5 (Homo sapiens), A8MUK1; purified USP17, Ub-rhodamine cleavage fluorescence, 3 h; inhibition, % at 50 µM; 6.5% of 47,000 active; AID 1645855, 2021
USP8 inh = inhibitors of human USP8 deubiquitinase. Ubiquitin carboxyl-terminal hydrolase 8 (Homo sapiens), P40818. purified USP8, Ub-rhodamine cleavage fluorescence, 30 min. inhibition, % at 20 µM. 4.2% of 47,000 active
UCHL1 block = inhibitors of human UCHL1 deubiquitinase. purified UCHL1, Ub-rhodamine cleavage fluorescence. inhibition, % at 20 µM. 0.2% of 47,000 active
USP10 block = inhibitors of human USP10 deubiquitinase | Ubiquitin carboxyl-terminal hydrolase 10 (Homo sapiens), Q14694 | AID 1645856, 2021 | 1.1% of 47,000 active | inhibition, % at 20 µM | purified USP10, Ub-rhodamine fluorescence, 60 min
USP7 inh = inhibitors of human USP7 deubiquitinase. AID 1645854, 2021. 0.3% of 47,000 active. Ubiquitin carboxyl-terminal hydrolase 7 (Homo sapiens), Q93009. purified USP7, Ub-rhodamine cleavage fluorescence. inhibition, % at 20 µM
USP28 inh = inhibitors of human USP28 deubiquitinase. Ubiquitin carboxyl-terminal hydrolase 28 (Homo sapiens), Q96RU2. purified USP28, Ub-rhodamine cleavage fluorescence, 30 min. inhibition, % at 25 µM. 3% of 47,000 active
Target sequence (Q96RU2 whole entry, looked up): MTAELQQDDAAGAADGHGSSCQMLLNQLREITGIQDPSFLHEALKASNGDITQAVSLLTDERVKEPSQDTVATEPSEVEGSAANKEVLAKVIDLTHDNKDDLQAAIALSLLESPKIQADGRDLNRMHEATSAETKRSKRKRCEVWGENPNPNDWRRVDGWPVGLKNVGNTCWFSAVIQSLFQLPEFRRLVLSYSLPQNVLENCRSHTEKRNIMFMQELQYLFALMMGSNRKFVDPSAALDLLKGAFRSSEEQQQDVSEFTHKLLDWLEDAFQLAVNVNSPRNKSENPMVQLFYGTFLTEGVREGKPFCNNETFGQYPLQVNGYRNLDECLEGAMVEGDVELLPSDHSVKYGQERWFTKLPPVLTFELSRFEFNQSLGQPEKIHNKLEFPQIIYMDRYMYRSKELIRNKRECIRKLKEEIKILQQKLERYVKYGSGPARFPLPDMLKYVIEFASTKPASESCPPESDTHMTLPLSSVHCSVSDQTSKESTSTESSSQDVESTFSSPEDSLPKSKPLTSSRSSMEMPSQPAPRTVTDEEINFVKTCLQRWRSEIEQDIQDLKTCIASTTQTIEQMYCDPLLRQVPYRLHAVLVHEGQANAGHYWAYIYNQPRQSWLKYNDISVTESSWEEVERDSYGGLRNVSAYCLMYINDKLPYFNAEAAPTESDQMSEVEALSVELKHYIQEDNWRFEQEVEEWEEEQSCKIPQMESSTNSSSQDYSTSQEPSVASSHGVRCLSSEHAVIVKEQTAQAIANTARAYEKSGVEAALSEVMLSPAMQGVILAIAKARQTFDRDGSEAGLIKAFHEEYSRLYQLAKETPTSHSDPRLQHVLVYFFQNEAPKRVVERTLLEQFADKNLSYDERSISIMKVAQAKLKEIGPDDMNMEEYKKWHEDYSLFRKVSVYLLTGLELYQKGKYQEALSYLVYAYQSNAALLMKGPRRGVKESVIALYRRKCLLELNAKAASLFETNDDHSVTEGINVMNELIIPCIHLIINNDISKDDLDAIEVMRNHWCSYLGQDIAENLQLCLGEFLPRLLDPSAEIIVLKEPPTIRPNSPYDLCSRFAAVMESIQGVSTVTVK
USP30 block = inhibitors of human USP30 deubiquitinase; AID 1645860, 2021; inhibition, % at 25 µM; 5.3% of 47,000 active; Ubiquitin carboxyl-terminal hydrolase 30 (Homo sapiens), Q70CQ3; purified USP30, Ub-rhodamine cleavage fluorescence
OTUD3 inh = inhibitors of human OTUD3 deubiquitinase | purified OTUD3, Ub-rhodamine fluorescence, 2 h | AID 1645858, 2021 | 0.7% of 47,000 active | inhibition, % at 25 µM
* hit, by the source's call; · = not tested or not shown. No stated cut-off is given here; in the data, active means inhibition above about 30%; inactive means the rest.

#	USP17 inh	USP8 inh	UCHL1 block	USP10 block	USP7 inh	USP28 inh	SMILES	USP30 block	OTUD3 inh
1	·	-3	-1	-2	-5	-6	CN1C(=O)C2(CCN(C(=O)c3ccccc3Cl)C2)c2ccccc21 (centres undefined)	-8	-11
2	11	18	3	3	5	12	Cc1ccc(C(=O)NCCc2nnc3ccc(SCC(=O)NCc4ccc5c(c4)OCO5)nn23)cc1	22	11
3	16	-6	-1	-3	2	·	O=C(COC(=O)c1ccccn1)Nc1ccc2c(c1)OCO2	·	4
4	-3	-33	0	-1	-2	0	O=C(NCc1cccc(F)c1)C1CCn2c(nc3ccccc32)C1 (centres undefined)	6	2
5	-13	-5	1	1	2	-7	COc1ccc(CCn2c(-c3ccc(C)cc3)nc3c(c(=O)c4ccccc4n3C)c2=O)cc1	-28	-3
6	0	9	-1	0	0	-4	CC(OC(=O)c1ccc2ncsc2c1)C(=O)Nc1ccc2c(c1)OCO2 (centres undefined)	4	0
7	0	-14	0	-1	2	27	Cc1nc2cc(C(=O)NCc3ccccn3)ccc2n1-c1cccc(F)c1	0	9
8	0	-5	0	0	-4	-3	CC(C)c1ccc(NC(=O)CCNS(=O)(=O)c2ccc3c(c2)CCC(=O)N3)cc1	0	-1
9	7	-10	-7	-10	-3	7	NS(=O)(=O)c1ccc(CCNC(=O)Cc2cc(-c3ccc(Cl)cc3)on2)cc1	-37	-12
10	6	18	0	2	-21	0	Cc1ccc(CS(=O)(=O)c2cn(CC(=O)N3CCCCCC3)c3ccccc23)cc1	3	-7
11	-12	1	1	0	-1	-4	Cc1ccc(S(=O)(=O)N2CCCCC2)cc1C(=O)c1nccn1C	2	-1
12	1	8	-5	2	2	-5	O=C(N[C@@H]1CC[C@@H](Oc2cccc(F)c2)[C@H](O)[C@H]1O)c1ccc(F)cc1	2	4
13	-18	-2	4	1	10	-4	CSc1nc(NCCCO)c2sc3nc(-c4ccccc4)c4c(c3c2n1)CCC4	29	-1
14	-3	-4	0	2	-3	-9	CN1c2cc(F)ccc2C(=O)NC12CCN(C(=O)NCc1ccccc1)CC2	-5	-10
15	-1	-51	-1	1	0	-5	COc1ccccc1CN1CCCC2(Cc3ccccc3CNC2=O)C1 (centres undefined)	-4	-3
16	-73	-72	-23	-3	-20	-76	CCCNC(=O)C1CCN(c2cc(N3CCCCC3)ncn2)CC1	-267	-41
17	-19	-6	2	2	0	18	COc1ccc(CCNc2ncnc3c2cnn3Cc2ccccc2)cc1OC	0	-8
18	2	17	1	0	4	3	CC1=NOC(C)(CNS(=O)(=O)c2ccc(C)cc2)C1 (centres undefined)	14	9
19	-6	1	1	-2	-13	-3	O=C(CCc1nnc2ccc(N3CCCCC3)nn12)NC1CCCCC1	8	1
20	0	5	0	-2	-41	14	O=C(CCN1C(=O)c2cccnc2Sc2ccccc21)Nc1ccc(Cl)cc1	0	0
21	-23	0	1	1	-4	-21	Cc1ccc(S(=O)(=O)N(CC(=O)NCC(C)C)Cc2ccccc2F)cc1	-4	-10
22	2	2	0	-1	0	-11	CCC(=O)Nc1ccc(-n2cnc(C(=O)N3CCC(C)CC3)c2)nc1	-19	-6
23	2	-5	-3	2	5	-2	O=c1[nH]c2ccc(S(=O)(=O)N(Cc3ccc(F)cc3)C3CC3)cc2[nH]1	12	-5
24	22	5	2	10	5	17	C/C=C/[C@@H]1C=C[C@@H]2C[C@H](C)CC[C@H]2[C@]1(C)C(O)=C1C(=O)N[C@@H](CO)C1=O	17	19
25	21	46*	3	50*	16	16	COc1ccccc1CNC(=O)CCCCn1c(=O)c2ccccc2n(CC(=O)Nc2ccc(C)cc2C)c1=O	42*	19

Limited to USP30 block, OTUD3 inh and UCHL1 block, for 2 of the compounds above:
nr | Molecule | USP30 block | OTUD3 inh | UCHL1 block
15 | COc1ccccc1CN1CCCC2(Cc3ccccc3CNC2=O)C1 (centres undefined) | -4 | -3 | -1
16 | CCCNC(=O)C1CCN(c2cc(N3CCCCC3)ncn2)CC1 | -267 | -41 | -23

Continuation.
#	USP17 inh	USP8 inh	UCHL1 block	USP10 block	USP7 inh	USP28 inh	SMILES	USP30 block	OTUD3 inh
26	13	0	4	5	-5	16	CC(C)(C)c1ccc(-c2nnc3n2-c2ccccc2SC3)cc1	57*	15
27	7	1	3	2	4	12	O=C(c1ccccc1)N1CCC2(CC1)COCCN(Cc1cccnc1)C2	10	14
28	8	20	2	-1	2	12	O=C(c1csc(S(=O)(=O)NC2CCCC2)c1)N1CCCCC1	23	6
29	-5	-16	-1	-2	0	-4	CCCCC(=O)Nc1c(-c2ccc3c(c2)OCO3)c(=O)c2ccccc2n1C	3	-6
30	-4	9	5	5	-111	11	Cc1noc(C)c1S(=O)(=O)N(CC(=O)N(C)c1ccc(Br)cc1)c1ccc2c(c1)OCO2	15	7
31	9	4	0	3	-8	20	Cc1ccc(S(=O)(=O)N2CCOC23CCN(C(=O)c2cc(C)cc(C)c2)CC3)cc1	4	3
32	6	3	3	0	-1	5	O=C(c1ccccc1)N1CCC2(CC1)OCCN2S(=O)(=O)c1ccc(F)cc1	15	3
33	17	19	2	1	3	15	CC(=O)N1CCc2cc(S(=O)(=O)NCCC(=O)Nc3ccc(C)cc3C)ccc21	28	14
34	12	15	1	2	3	9	Cc1csc(C2(NC(=O)Nc3cn[nH]c3)CCCC2)n1	22	5
35	-12	-32	-3	0	-1	-13	O=C(Nc1nc(C(=O)N2CCN(c3ccccn3)CC2)co1)C1CC1	-7	-8
36	-7	-9	2	6	-3	1	CCOC(=O)C1=C(CN2CCN(c3ccccc3F)CC2)NC(=O)NC1c1ccccc1 (centres undefined)	3	-10
37	8	-4	7	-2	9	4	COc1ccc(NC(=O)c2oc3ccccc3c2NC(=O)Cc2ccc(OC)c(OC)c2)c(OC)c1	19	4
38	0	2	6	2	0	3	Cc1nc(-c2cccc(S(=O)(=O)NCc3ccc(N(C)C)cc3)c2)no1	-11	-1
39	18	15	2	3	5	4	Cc1cnc(C2COCCN2C(=O)c2ccc3c(c2)OCO3)[nH]1 (centres undefined)	16	19
40	65*	5	1	11	5	4	CNS(=O)(=O)c1ccc(CNC(=O)c2cc(-c3ccc(C)cc3)no2)cc1	24	-15
41	17	24	7	-2	1	8	COc1cc2c(cc1NS(=O)(=O)c1cccc(C(=O)OC(C)C(=O)N3CCCC3)c1)oc1ccccc12 (centres undefined)	-13	4
42	10	20	2	-1	1	15	Cn1c(C(=O)NCCN2CCCC2)c(N2CCCC2=O)c2cc(F)ccc21	24	14
43	0	5	-1	2	0	-4	CCOC(=O)c1cc(C(C)=O)on1	-84	-2
44	-4	7	3	1	6	0	Cn1nccc1NC(=O)C1CCCCC1	1	8
45	12	14	3	1	-142	13	O=C(c1ccccc1)N1CC[C@@H]2[C@H](C1)CN2C(=O)Nc1cccc(Cl)c1	22	7
46	-9	7	4	3	-2	9	CC(C)CC(C(=O)N1CCN(c2ccccc2F)CC1)N1Cc2ccccc2C1=O (centres undefined)	23	7
47	-11	-4	-1	5	6	-18	COc1ccc(-c2cc(=O)n3[nH]c(-c4ccc(F)cc4)cc3n2)cc1	-18	-10
48	6	11	1	1	-1	-3	CCn1cc(C(=O)O)c(=O)c2cc(F)c(N3CCN(C(=O)c4ccc(OC)c(OC)c4)CC3)cc21	17	5
49	-37	-15	-2	-2	-29	1	O=C(CNC(=O)C1COc2ccccc2O1)Nc1ccccc1Br (centres undefined)	-68	-5
50	-9	38*	3	6	-11	6	Cc1ccccc1CNC(=O)CCn1cnc2c(-c3ccccc3)noc2c1=O	43*	20

5 of the compounds above, with bars between the fields.
no. | structure | USP17 inh | USP8 inh | UCHL1 block | USP10 block | USP7 inh | USP28 inh | USP30 block | OTUD3 inh
46 | CC(C)CC(C(=O)N1CCN(c2ccccc2F)CC1)N1Cc2ccccc2C1=O (centres undefined) | -9 | 7 | 4 | 3 | -2 | 9 | 23 | 7
47 | COc1ccc(-c2cc(=O)n3[nH]c(-c4ccc(F)cc4)cc3n2)cc1 | -11 | -4 | -1 | 5 | 6 | -18 | -18 | -10
48 | CCn1cc(C(=O)O)c(=O)c2cc(F)c(N3CCN(C(=O)c4ccc(OC)c(OC)c4)CC3)cc21 | 6 | 11 | 1 | 1 | -1 | -3 | 17 | 5
49 | O=C(CNC(=O)C1COc2ccccc2O1)Nc1ccccc1Br (centres undefined) | -37 | -15 | -2 | -2 | -29 | 1 | -68 | -5
50 | Cc1ccccc1CNC(=O)CCn1cnc2c(-c3ccccc3)noc2c1=O | -9 | 38* | 3 | 6 | -11 | 6 | 43* | 20

The list goes on:
#	USP17 inh	USP8 inh	UCHL1 block	USP10 block	USP7 inh	USP28 inh	SMILES	USP30 block	OTUD3 inh
51	-28	-11	-3	-3	-5	-44	CC1CCCN(c2nc3c(c(=O)[nH]2)CCN(Cc2cccn2C)C3)C1 (centres undefined)	-156	-27
52	-8	-139	5	10	-2	18	Cc1ccc(CN2C(=O)c3ccccc3NC2C2CCCCC2)cc1 (centres undefined)	20	13
53	15	17	0	-1	3	2	COc1cc2c(cc1OC)C(c1ccccc1)N(Cc1ccc(C(N)=O)cc1)CC2 (centres undefined)	10	4
54	2	4	0	0	4	9	COc1ccc(N(C(C)=O)C2(C(=O)Nc3c(C)cccc3C)CCCCC2)cc1	20	10
55	19	1	0	1	2	5	Cc1cc(=O)n(CC(=O)Nc2ccccc2)c(-c2ccc(F)cc2)n1	11	8
56	-9	-16	1	-2	1	-21	CCOC(=O)c1ccc(NC(=O)c2cnn3c4c(cnc23)CCCCC4)cc1	-118	-13
57	-39	0	0	0	0	0	CC(C)C(=O)N[C@@H](CO)[C@H](O)c1ccc([N+](=O)[O-])cc1	0	8
58	-20	-9	-2	-2	-2	-19	CC1(C)CS(=O)(=O)N(c2ccc(C(=O)NCCc3ccc(F)cc3)cc2)C1=O	-20	-13
59	15	6	1	2	7	6	COc1ccccc1CNS(=O)(=O)c1ccc(-c2cc(C)no2)s1	-5	-1
60	23	-12	6	3	4	4	COc1ccc(N(CC(=O)Nc2ccc(OC)c(OC)c2)S(=O)(=O)c2c(C)nn(C)c2C)cc1	41*	1
61	-13	-50	1	-4	-2	2	O=C(NC1CCCC1)[C@H]1CC[C@@H]2[C@@H](CCN2c2ncc(F)cn2)O1	-4	3
62	14	19	1	1	1	9	O=C(Nc1ccccn1)N1C[C@@H]2c3nccn3-c3ccccc3[C@@H]2C1	34*	13
63	-5	4	-4	-2	0	-11	CNC(=O)N1CCN(c2ncccc2-c2nnc(C3CC3)o2)CC1	-9	-5
64	-17	-32	-5	-9	-8	-27	Cc1ccccc1C(=O)N1CCC2(CC1)N=C(c1ccccc1)NO2	-115	-27
65	4	-17	-4	-4	-3	-14	Cc1cccc(C)c1NC(=O)CN1C(=O)c2cccnc2Sc2ccccc21	-58	-16
66	26	10	6	-3	-12	7	CCc1cc2c3c([nH]c2cc1S(=O)(=O)N1CCCCC1)CCCC3=O	-18	0
67	-2	-33	2	-1	4	9	CCn1ncc(Cn2cc(Cl)c(N)n2)c1C	18	2
68	32*	17	1	-4	-5	5	COc1ccccc1CNC(=O)CCC(=O)Nc1ccc2nc(N3CCC(C)CC3)cc(C)c2c1	-12	-19
69	1	-7	-1	-3	-4	-10	O=C(CCC(=O)N1CCN(C(=O)c2cnn3ccccc23)CC1)c1ccccc1	-27	-7
70	0	0	0	0	1	4	CC(=O)N[C@@]12CN(C)CC[C@@H]1[C@@H](c1ccccc1)N(CC(=O)Nc1cn(C)nc1C)C2	14	9

Screening results deposited in PubChem BioAssay by Dana-Farber Cancer Institute and Novartis Institutes for BioMedical Research (Cambridge, Mass).
